DAGLB inhibitor: diacylglycerol lipase beta (human) inhibition; HEK293T DAGLB membrane lysate, EnzChek fluorogenic substrate; 340,000 compounds, 0.059% hits; inhibition, % at 5.17 µM; Q8NCG7; in the data active = inhibition above about 34%;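 also: 0% = enzyme with vehicle and 100% = wells lacking enzyme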
Target sequence (Q8NCG7 whole entry, looked up): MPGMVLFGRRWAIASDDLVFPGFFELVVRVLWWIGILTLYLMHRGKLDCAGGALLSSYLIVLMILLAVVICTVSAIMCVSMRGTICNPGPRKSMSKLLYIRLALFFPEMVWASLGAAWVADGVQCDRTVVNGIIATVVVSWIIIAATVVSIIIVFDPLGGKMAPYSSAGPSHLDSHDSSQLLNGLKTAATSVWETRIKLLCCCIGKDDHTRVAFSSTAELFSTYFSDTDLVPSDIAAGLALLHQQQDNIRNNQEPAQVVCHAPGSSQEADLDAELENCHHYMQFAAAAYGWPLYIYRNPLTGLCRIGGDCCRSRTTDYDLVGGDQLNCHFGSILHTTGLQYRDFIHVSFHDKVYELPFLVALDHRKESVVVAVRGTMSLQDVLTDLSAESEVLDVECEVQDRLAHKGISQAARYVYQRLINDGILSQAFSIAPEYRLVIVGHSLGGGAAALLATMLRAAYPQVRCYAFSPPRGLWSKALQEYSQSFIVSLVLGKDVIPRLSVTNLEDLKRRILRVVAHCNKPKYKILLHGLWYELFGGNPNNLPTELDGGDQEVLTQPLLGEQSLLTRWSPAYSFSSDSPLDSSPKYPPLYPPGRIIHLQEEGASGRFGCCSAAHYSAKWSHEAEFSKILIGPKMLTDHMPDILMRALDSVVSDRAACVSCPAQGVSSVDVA
Tat export inh: inhibitors of E. coli Tat protein transport | E. coli MC4100 TorA-mCherry Tat export, fluorescence | inhibition, % at 10 µM | 340,000 compounds, 0.036% hits | AID 488895;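 active = mean replicate inhibition at least 50% and at least half of replicates individually reaching 50%; inconclusive = only one of the two criteria met; inactive = neither criterion met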;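 also: exported cargo escapes ClpAP degradation while cytoplasmic cargo is degraded and loses fluorescence; 0% = median of neutral control wells and 100% = median of NaSCN control wells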
Rtt109 HAT inh: inhibitors of Candida albicans Rtt109/Vps75 histone acetyltransferase; Q5AAJ8; purified Rtt109/Vps75, ThioGlo CoA-SH fluorescence, 4 h; inhibition, % at 34.9 µM; 330,000 compounds, 0.16% hits; AID 540336;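 active = inhibition of at least 50% in every replicate; inconclusive = best replicate reaches 50% inhibition but some replicates fall short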
Target sequence (Q5AAJ8 whole entry, looked up): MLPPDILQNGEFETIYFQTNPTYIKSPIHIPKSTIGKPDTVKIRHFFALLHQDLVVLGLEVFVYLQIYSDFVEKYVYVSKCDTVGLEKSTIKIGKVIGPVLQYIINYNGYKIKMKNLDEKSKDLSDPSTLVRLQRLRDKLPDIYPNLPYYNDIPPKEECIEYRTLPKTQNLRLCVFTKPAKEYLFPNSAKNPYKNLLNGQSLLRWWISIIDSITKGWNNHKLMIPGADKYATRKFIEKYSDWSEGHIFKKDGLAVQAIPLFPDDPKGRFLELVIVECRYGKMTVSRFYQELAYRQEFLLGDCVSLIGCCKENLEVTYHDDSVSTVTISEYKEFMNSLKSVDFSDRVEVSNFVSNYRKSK
phage Ecoli inh: E. coli growth loss with phage present | growth absorbance | inhibition, % at 11.9 µM | 360,000 compounds, 0.26% hits | AID 651602; in the data active = inhibition above about 11%
AddAB inh: less growth of phage-infected E. coli with AddAB; E. coli expressing H. pylori AddAB, absorbance growth; inhibition, % at 11.9 µM; 330,000 compounds, 0.29% hits; AID 435030; in the data active = inhibition above about 12%;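 also: 0% = vehicle wells of infected cells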
PfHsp90 yeast 2: reduces growth (ATP signal) of yeast expressing P. falciparum Hsp90; S. cerevisiae expressing PfHsp90, BacTiter-Glo ATP, 48 h; yeast lacking PDR1 and PDR3 efflux regulators; inhibition, % at 9.4 µM; 310,000 compounds, 0.32% hits; AID 504621;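 active = every replicate shows inhibition above about 80%, whatever the replicate mean, limit read from the data; inconclusive = mean inhibition reaches the set limit but some replicate falls short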;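 also: 0% = DMSO neutral controls and 100% = 20 µM radicicol positive controls; yeast relying on Plasmodium falciparum Hsp90 in place of its own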
Wnt act: activators of Wnt/beta-catenin signaling; 300,000 compounds, 1.2% hits; activation, % at 9.35 µM; Wnt/beta-catenin reporter cell assay, activator, plate reader; in the data active = activation above about 30%, passing the limit was not always enough; inconclusive = no clear call, values can overlap the other calls;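 also: 0% = neutral control wells and 100% = positive control wells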
E coli growth: bacterial growth inhibition, counter-screen for AddAB inhibitors; E. coli V3065 growth, OD600 absorbance, 18 h; inhibition, % at 11.9 µM; 330,000 compounds, 0.27% hits;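 active = inhibition above the campaign's mean inhibition across all tested compounds plus 3 SD, cut at about 9.9% in these data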;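 also: uninfected addAB+ strain grown without phage in ampicillin broth; 0% = DMSO wells and 100% = ciprofloxacin 0.95 µg/ml wells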
CAL PDZ inh: inhibitors of human CAL PDZ peptide binding | Q9HD26 | purified CAL PDZ, TMR-peptide fluorescence polarization, 1 h | inhibition, % at 20 µM | 330,000 compounds, 0.02% hits | AID 504414;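 active = highest replicate inhibition of at least 40%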;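 also: plate controls were DMSO neutral control wells for no effect and unlabeled competitor peptide control wells for full effect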
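Control set: unlabelled peptide and DMSO controls / Material: purified CerCALP PDZ construct / Timing: 1 h incubation at room temperature before polarization reading / Doses: 20 µM, one dose / Detection: fluorescence polarization (mP)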
PvdQ inh: P. aeruginosa PvdQ acylase inhibition; purified PvdQ acylase, fluorescence plate reader; AID 488965; 340,000 compounds, 0.063% hits; inhibition, % at 10 µM; in the data active = inhibition above about 30%, passing the limit was not always enough; inconclusive = no clear call, values can overlap the other calls;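 also: 0% = vehicle neutral wells and 100% = reference inhibitor wells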
Active calls of the source: *; ? = inconclusive; · = no result given. No enrichment for hits; any-hit rate near 1.9%.

SMILES | DAGLB inhibitor | Tat export inh | Rtt109 HAT inh | phage Ecoli inh | AddAB inh | PfHsp90 yeast 2 | Wnt act | E coli growth | CAL PDZ inh | PvdQ inh
CNc1ccc(N=Nc2cccc3ncccc23)cc1 | 34* | 12 | -2 | 2.2 | · | 13 | ? | · | 3.0 | -5
CSc1ccc(S(=O)(=O)N2CCC(C(=O)NCc3ccccn3)CC2)cc1 | -1 | -2 | 1 | 4.9 | 2.3 | 9 | -1 | 0.3 | -1.8 | -7
CC(=O)c1cc2c(cc1N)OCO2 | 1 | -3 | -3 | 2.2 | -0.5 | · | · | -1.0 | -0.8 | -5
O=C(c1ccc(N2CCCC2)c([N+](=O)[O-])c1)N1CCN(c2ccccn2)CC1 | 1 | 1 | 9 | 4.5 | 0.1 | -24 | -1 | 0.0 | -0.4 | -4
O=[N+]([O-])c1cc2ccccc2nc1-c1ccccc1 | -2 | 5 | 3 | 1.9 | · | -8 | 0 | · | 0.0 | -7
Cc1ccc(C(C)C)c(Oc2nnnn2-c2ccccc2)c1 | -16 | -2 | · | 0.5 | 1.8 | -12 | -10 | 2.0 | -2.4 | 7
CN(Cc1ccco1)S(=O)(=O)c1nnc(NC(=O)c2ccc(F)cc2)s1 | 5 | 6 | 4 | 1.9 | 4.7 | -21 | 5 | 1.5 | -2.2 | -6
O=C(NCc1ccncc1)C(=O)NCC(c1ccco1)N1CCN(c2ccccc2F)CC1 (stereo unspecified) | -1 | 2 | -2 | 2.8 | 6.3 | 16 | · | -0.1 | -2.9 | -4
Cc1c(C)n(-c2ccccc2)c2ncnc(NCCN(C)C)c12 | 2 | 0 | 1 | -1.2 | -2.2 | -2 | 0 | -1.4 | -1.4 | -12
Cc1ccc(NC(=O)CSc2ncccn2)cc1F | -1 | -18 | · | 3.4 | 4.8 | 3 | 4 | 1.1 | -0.5 | -1
CCOc1cc(/C=C\[N+](=O)[O-])ccc1OCC(=O)Nc1ccccc1C | 3 | 9 | 18 | · | 1.6 | 110* | · | 1.2 | -1.5 | 12
Cc1oc(-c2cccc(Cl)c2)nc1CS(=O)(=O)CC(=O)NCc1ccco1 | -1 | 4 | 5 | 0.2 | 1.8 | -21 | 2 | -2.1 | -1.1 | -3
COc1ccc(-n2c(=S)[nH]c3cc(C(=O)Nc4ccc(C)c(F)c4)ccc3c2=O)c(OC)c1 | 6 | -32 | -3 | -2.6 | 2.5 | -28 | 1 | 3.8 | -3.4 | -6
Cc1csc2nnc(N)n12 | 3 | 18 | 3 | 1.3 | -0.2 | 8 | -4 | -0.1 | -1.5 | 10
CN(C)CCC1Sc2ccccc2Oc2ccccc21 (stereo unspecified) | -2 | -14 | -6 | 6.0 | 1.6 | 23 | · | 2.1 | · | 3
Cc1noc(C)c1CSc1nnc2ccccn12 | 0 | 9 | 5 | 1.1 | -0.3 | -16 | · | 2.2 | -0.8 | -17
COc1cc2c(cc1OC)C(C(=O)Nc1cc(C)c(OC)c(C)c1)CC(=O)N2 (stereo unspecified) | -1 | 4 | -8 | -0.4 | · | -3 | -1 | · | -0.4 | -23
CC(C(=O)O)N1C(=O)C2C3CC(C2C1=O)C1C(c2ccccc2)c2sc(=O)[nH]c2SC31 (stereo unspecified) | -2 | -7 | 0 | 2.0 | 5.1 | 1 | -2 | 0.9 | -0.3 | 13
CCC(C(=O)NC1CCCC1)n1c2ccccc2c2nc(=O)cc(C)n21 (stereo unspecified) | 1 | 0 | 5 | 3.1 | · | 16 | -1 | · | -2.0 | 0
O=C(NCc1ccccc1)c1cc2ccccc2oc1=O | -4 | -6 | -3 | 0.5 | 1.9 | -4 | 12 | -2.1 | 3.2 | -20
O=C(CSC1=NCCS1)NC(NC(=O)CSC1=NCCS1)c1ccccc1 | -1 | 1 | -23 | 3.7 | 0.5 | -1 | · | 0.9 | 0.0 | 1
CCCc1cc(=O)n2nc(N3CCC(C(=O)NCc4ccco4)CC3)sc2n1 | 0 | 1 | -1 | 1.4 | 4.6 | 12 | -1 | -0.8 | -1.2 | -10
O=C(Nc1ccccc1)O/N=C/c1ccccc1Cl | -4 | 4 | 5 | · | 2.2 | -9 | · | 2.1 | -0.8 | -7
O=C(COc1ccc2ccccc2c1)N1CCN(C(=O)c2cccs2)CC1 | 0 | -1 | -3 | 3.7 | 1.5 | -25 | · | 2.2 | · | -11
CC(C)c1nc2oc3c(N4CCN(C)CC4)ncnc3c2c2c1CCC2 | -2 | -2 | · | 1.4 | · | 28 | -13 | · | -6.3 | -7
Cc1ccc(NC(=O)C(C)OC(=O)Cn2[nH]c(=O)c3ccccc3c2=O)cc1 (stereo unspecified) | 4 | 3 | 2 | 2.9 | 1.0 | · | -3 | 0.1 | -2.1 | -5
COc1ccccc1CC(=O)Nc1ccc2c(C)cc(=O)oc2c1 | 2 | -2 | -2 | -0.1 | 0.7 | 7 | 1 | -0.8 | 0.8 | -1
CCOC(=O)CSc1nnc(NCC(=O)OC(C)C)c(=O)[nH]1 | -1 | 16 | 2 | 3.3 | 6.9 | -35 | 0 | 3.2 | 0.0 | -8
O=C(COC(=O)c1nc(Cl)ccc1Cl)NNC(=O)c1ccccc1 | 0 | 5 | -9 | 1.1 | -0.2 | 1 | 0 | -0.4 | -2.2 | -11
Cc1cc(OCC(=O)Nc2ccncc2)cc(C)c1Cl | -7 | -1 | 2 | 1.0 | 0.9 | 13 | -2 | 1.9 | -0.8 | -12
CCN(C(=O)CSc1nccc(=O)[nH]1)c1cccc2ccccc12 | 5 | -6 | 3 | -0.8 | 4.3 | 12 | -4 | -0.3 | -2.2 | -5
COc1ccc(-n2nnnc2SCC(=O)Nc2cccc(C)n2)cc1OC | -5 | 8 | 17 | 3.3 | 0.3 | · | 0 | -0.1 | -0.2 | 5
O=C1C2C3C=CC(C3)C2C(=O)N1CNc1ccccc1 (stereo unspecified) | -1 | -8 | 5 | 2.1 | 4.3 | 39 | · | 2.6 | -7.2 | -19
CCCCNC(=O)CC1N=C2c3ccccc3N=C(SCC(=O)Nc3ccc(OC)cc3)N2C1=O (stereo unspecified) | 1 | -3 | 11 | 0.3 | 2.3 | · | 7 | -1.6 | -2.7 | 0
CN(C)c1cc(Cl)c2nonc2c1N | 3 | -12 | 0 | 1.1 | -1.8 | -6 | -2 | -1.1 | -0.3 | -8
CCOc1ccc(NC(=O)CN(C)C(=O)C2COc3ccccc3O2)cc1OCC (stereo unspecified) | -1 | 2 | 0 | -2.2 | 1.0 | · | -3 | 1.9 | 0.2 | -13
CCC(=O)NC(=S)Nc1ccccc1C(=O)NC1CCCCC1 | 1 | -8 | -2 | 0.3 | 2.9 | 7 | -4 | -1.6 | -1.8 | -12
O=S(=O)(NC1c2cccc3cccc(c23)C1N1CCNCC1)c1ccc(Cl)cc1 (stereo unspecified) | 1 | 0 | -2 | 5.3 | 1.6 | -27 | 10 | 1.8 | · | -13
CN(CC(=O)N1CCN(Cc2ccccc2)CC1)S(=O)(=O)c1ccc(Br)cc1 | 0 | 16 | -1 | 3.7 | -6.0 | 5 | -2 | -1.3 | -1.0 | -6
O=C(CC(c1ccco1)C1CCCCC1=O)c1ccccc1 (stereo unspecified) | -5 | -2 | 2 | 0.8 | -0.4 | -12 | -6 | 0.4 | -2.4 | -13
O=C(CCn1cccc1)Nc1ccc(OC(F)(F)F)cc1 | -1 | -1 | -4 | 3.6 | 3.0 | 3 | -3 | 1.3 | -0.8 | -15
COC(=O)c1cccc(NC(=O)CSc2nc(O)c(-c3ccccc3)c(=O)[nH]2)c1 | 0 | -6 | 39 | 1.1 | 1.7 | -13 | -3 | 2.3 | -0.6 | 6
CC(=O)c1c(C)[nH]c(C(=O)OCC(=O)N2CCCC2=O)c1C | -1 | 8 | 0 | 2.2 | 2.0 | -3 | 6 | -0.3 | -1.9 | -24
Oc1ccc2ccccc2c1C=Nc1ccccc1 | -3 | -8 | 6 | -0.3 | -1.1 | -36 | 1 | -0.9 | · | 0
O=C(CCCC(=O)N(CC(=O)NC1CCCC1)Cc1ccccc1)Nc1ccccn1 | 1 | -2 | -1 | 3.3 | -0.7 | -42 | · | 4.2 | 0.4 | -3
CCOc1cc2c(C)cc(=O)oc2cc1Cl | -4 | -16 | 0 | 3.3 | 3.3 | 0 | -4 | -0.7 | -0.8 | -8
O=C(COC(=O)C1Cc2ccccc2CN1C(=O)c1ccccc1Cl)Nc1ccc(N2CCOCC2)cc1 (stereo unspecified) | -1 | -2 | 7 | 3.4 | 0.3 | -36 | · | 1.5 | -1.7 | -4
Cc1oc2c(C)c3oc(=O)c(CCC(=O)N4CCC(C(=O)NCCC(=O)O)(c5ccccc5)CC4)c(C)c3cc2c1C | 1 | 5 | -3 | 0.6 | 3.3 | -20 | 2 | 0.3 | -4.2 | -12

Filtered by structure: the compounds so far containing a COOH group
SMILES | DAGLB inhibitor | Tat export inh | Rtt109 HAT inh | phage Ecoli inh | AddAB inh | PfHsp90 yeast 2 | Wnt act | E coli growth | CAL PDZ inh | PvdQ inh
CC(C(=O)O)N1C(=O)C2C3CC(C2C1=O)C1C(c2ccccc2)c2sc(=O)[nH]c2SC31 (stereo unspecified) | -2 | -7 | 0 | 2.0 | 5.1 | 1 | -2 | 0.9 | -0.3 | 13
Cc1oc2c(C)c3oc(=O)c(CCC(=O)N4CCC(C(=O)NCCC(=O)O)(c5ccccc5)CC4)c(C)c3cc2c1C | 1 | 5 | -3 | 0.6 | 3.3 | -20 | 2 | 0.3 | -4.2 | -12

(more compounds)
SMILES | DAGLB inhibitor | Tat export inh | Rtt109 HAT inh | phage Ecoli inh | AddAB inh | PfHsp90 yeast 2 | Wnt act | E coli growth | CAL PDZ inh | PvdQ inh
CCN1CCN(c2oc(-c3ccccc3)nc2S(=O)(=O)c2ccc(C)cc2)CC1 | 0 | 10 | -1 | 5.8 | · | 9 | -1 | · | -2.1 | -2
COc1ccc(-c2nn(-c3ccccc3)cc2C(=O)NC(=S)NNC(=O)c2ccncc2)cc1 | 6 | -18 | 19 | 1.3 | -1.0 | -19 | -1 | 1.0 | -5.3 | -3
Cc1cc(C)n(-c2nc(SCC(=O)Nc3nccs3)c3c4c(sc3n2)COC(C)(C)C4)n1 | -5 | -8 | 2 | 2.0 | 0.7 | -2 | -3 | -2.1 | -0.5 | 6
C=CCNC(=S)N1CCN(CCN=CC2=C(O)CC(c3ccc(Cl)cc3)CC2=O)CC1 (stereo unspecified) | -2 | -5 | 6 | 0.3 | -0.6 | -15 | -2 | 0.2 | 0.2 | -9
COc1ccc2[nH]cc(CCNS(=O)(=O)c3ccc(F)cc3)c2c1 | 1 | -15 | 5 | 3.3 | 4.5 | -13 | 1 | -1.6 | -0.7 | 5
COc1ccccc1N1CCN(C(=O)/C=C/c2ccc3c(c2)OCO3)CC1 | -5 | 0 | 0 | 2.2 | 1.1 | 12 | · | 1.9 | · | -5
C=CCNC(=S)Nc1ccccc1-c1nnc2n1CCCCC2 | -3 | 7 | 5 | 0.3 | 0.2 | 14 | 2 | 2.0 | -2.4 | -10
CC(C)=NN1C(=O)c2ccccc2NC1(C)C | -1 | -8 | -12 | 2.2 | 5.8 | -8 | 3 | 1.2 | 1.4 | -15
O=C(Nc1nccs1)c1cc2c(s1)-c1ccccc1OC2 | 2 | -1 | 0 | 1.8 | 0.5 | 26 | ? | -1.9 | -1.8 | -7
CCOC(=O)NC(=O)CN1C(=O)NC2(CCc3ccccc32)C1=O (stereo unspecified) | -2 | 0 | 0 | 0.4 | 1.4 | -24 | 1 | -0.1 | 1.8 | -19
